Source: PubChem (several laboratories)
HMGR II inh: E. faecalis class II HMG-CoA reductase inhibition; purified E. faecalis HMGR, NADPH absorbance 340 nm kinetic; inhibition, % at 10 µM; 190,000 compounds, 0.41% hits; AID 1066;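 active = inhibition above a set limit, the median over all tested compounds plus 3 SD, cut at about 9.5% in these data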;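 note: enzyme runs in reverse so mevalonate oxidation gives rising NADPH absorbance; 0% = complete reaction with DMSO and 100% = background rate lacking mevalonate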
TNAP inh no acc: TNAP (human) inhibition, acceptor-free conditions. P05186. purified TNAP, CDP-star luminescence, 30 min. inhibition, % at 20 µM. 200,000 compounds, 0.26% hits;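 active = tissue-nonspecific alkaline phosphatase inhibition above about 50% at 20 µM in the single-dose screen, limit read from the data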;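 note: 0% = DMSO negative control and 100% = EDTA positive control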
TNAP act hiacc: TNAP (human) activation, high acceptor | P05186 | purified TNAP, CDP-star luminescence, 1 M DEA, 30 min; stronger effect = higher value; 0 = EDTA background, 1 = DMSO-only activity | activation factor at 20 µM | 200,000 tested, under 10 active;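 active = activation factor at least 2 at 20 µM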
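system = human TNAP | amount = enzyme diluted 1/800 final | reagent = 100 µM CDP-star substrate | signal = luminescent substrate turnover signal | dosing = one dose, 20 µM | benchmarks = EDTA negative control, DMSO positive control | measure = activation factor | timing = 30 min reaction, room temperature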
G6PDH counter: inhibits Leuconostoc G6PDH, flagging false hits in G6PDH-based assays. Purified L. mesenteroides G6PDH, diaphorase/resazurin coupled fluorescence, 45 min. inhibition, % at 5 µM. 200,000 compounds, 0.12% hits. AID 1020; in the data active = inhibition above about 50%
TNAP inh hi DEA: blocks human TNAP under high phosphate acceptor concentration. inhibition, % at 20 µM. 200,000 compounds, 0.03% hits. P05186. purified TNAP, CDP-star luminescence, 1 M DEA;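 active = over 50% inhibition of tissue-nonspecific alkaline phosphatase at 20 µM in the single-dose screen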;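 note: plate controls were DMSO wells for no effect and EDTA-quenched wells as full inhibition for full effect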
PMI activator: increases human mannose-6-phosphate isomerase activity | P34949 | purified human PMI, coupled resazurin fluorescence, 20 min; stronger effect = higher value; 1 = vehicle control, 0 substrate-free wells | activation factor at 20 µM | 190,000 compounds, 0.005% hits | AID 1214;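 active = activation factor of 2 or more at 20 µM, relative to plate controls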
Target sequence (P34949 whole entry, looked up): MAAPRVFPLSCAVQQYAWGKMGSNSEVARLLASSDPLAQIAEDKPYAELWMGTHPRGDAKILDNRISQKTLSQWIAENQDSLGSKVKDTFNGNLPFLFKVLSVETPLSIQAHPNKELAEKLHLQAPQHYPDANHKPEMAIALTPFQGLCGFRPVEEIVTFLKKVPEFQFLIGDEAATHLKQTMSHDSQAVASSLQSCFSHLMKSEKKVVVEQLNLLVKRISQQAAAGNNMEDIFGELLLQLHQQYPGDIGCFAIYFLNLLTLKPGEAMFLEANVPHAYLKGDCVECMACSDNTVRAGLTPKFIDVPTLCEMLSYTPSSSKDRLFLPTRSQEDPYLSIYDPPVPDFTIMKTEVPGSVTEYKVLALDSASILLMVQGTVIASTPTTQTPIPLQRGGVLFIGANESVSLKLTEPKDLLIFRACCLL
Diaph act CS: activates diaphorase or chemically reduces, flagging diaphorase assay artifacts; 190,000 compounds, 0.005% hits; activation factor at 20 µM; Diaphorase/resazurin coupled assay, resorufin fluorescence, 16 min; stronger effect = higher value; 1 = vehicle wells, 0 = NADH-free wells;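 active = diaphorase activity raised at least twofold by the compound at 20 µM; inactive = activation factor below 2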
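Test system: Clostridium kluyveri diaphorase, purified enzyme; input: enzyme 0.07 U/mL final; buffer or medium: 50 mM HEPES pH 7.4 with 4.542 mM MgCl2, 0.005% Tween 20; also added: 0.114 mM NADH and 0.1 mM resazurin, final amounts; schedule: 16 min enzyme reaction, ambient temperature; technique: fluorescence of resorufin, 544 nm excitation, 590 nm emission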
FLuc stim CS: firefly luciferase counter-screen for stimulation assays; P08659; ATPlite luciferase biochemical, luminescence, 10 min; 0 = ATP-free wells, 1 = DMSO control; activation factor at 10 µM; 200,000 tested, under 10 active;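 active = luciferase activation factor, scaled between plate controls, of at least 2 with compound at 10 µM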
Target sequence (P08659 whole entry, looked up): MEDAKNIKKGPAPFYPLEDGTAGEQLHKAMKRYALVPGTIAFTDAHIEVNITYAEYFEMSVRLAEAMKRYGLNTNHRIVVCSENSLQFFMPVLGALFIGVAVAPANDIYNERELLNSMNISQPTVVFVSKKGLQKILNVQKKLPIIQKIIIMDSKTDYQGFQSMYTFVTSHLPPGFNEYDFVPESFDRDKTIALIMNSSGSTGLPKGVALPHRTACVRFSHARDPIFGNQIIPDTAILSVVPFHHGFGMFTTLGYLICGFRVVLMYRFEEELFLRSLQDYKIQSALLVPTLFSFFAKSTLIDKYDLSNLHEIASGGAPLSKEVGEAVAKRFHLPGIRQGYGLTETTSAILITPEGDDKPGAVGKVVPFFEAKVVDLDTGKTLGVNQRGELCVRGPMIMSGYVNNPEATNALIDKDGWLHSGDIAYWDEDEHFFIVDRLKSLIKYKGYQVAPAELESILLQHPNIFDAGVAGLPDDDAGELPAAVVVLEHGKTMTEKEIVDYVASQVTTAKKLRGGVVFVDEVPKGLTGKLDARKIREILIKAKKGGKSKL
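Assay system: Luciferase/luciferin detection reagent, cell-free biochemical luciferase assay / Read-out: luciferase activation / Benchmarks: No-ATP low control, compound-free enzyme-plus-ATP high control / Medium: PBS buffer for ATP / Detection: luminescence measurement of luciferase light output / Schedule: 10 min at ambient temperature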
PMI act satM6P: PMI (human) activation, high substrate; activation factor at 20 µM; AID 1216; 190,000 compounds, 0.34% hits; coupled PMI enzyme assay, resazurin fluorescence, 20 min; stronger effect = higher value; 1 = untreated enzyme, 0 = substrate-free blank; P34949;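 active = activation factor of 2 or more at 20 µM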
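Test system: human phosphomannose isomerase with PGI, G6PDH, diaphorase coupling enzymes / Doses: 20 µM compound, 1% DMSO / Times: enzyme reaction with compound 20 min at room temperature / Measured by: Diaphorase-driven resazurin-to-resorufin fluorescence, excitation 544, emission 590 nm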
Diaphorase inh: inhibits diaphorase or chemically oxidizes, flagging diaphorase assay artifacts | diaphorase resazurin-to-resorufin fluorescence, NADH, 16 min; bacterial (C. kluyveri) enzyme, not human | inhibition, % at 20 µM | 190,000 compounds, 0.69% hits;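 active = primary screen inhibition at 20 µM above a set limit, cut at about 50% in these data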;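 note: plate controls were DMSO with full reaction for no effect and wells lacking NADH for full effect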
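Assay system – diaphorase enzyme from Clostridium kluyveri · Amount – diaphorase 0.14 U/mL (working solution) · Times – reaction incubation of 16 min at room temperature · Controls – No-NADH positive control and DMSO neutral control · Signal – resorufin fluorescence 544/590 nm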
The depositor's hits bear a star; / = no result given; & = joins results of further samples.

SMILES	HMGR II inh	TNAP inh no acc	TNAP act hiacc	G6PDH counter	TNAP inh hi DEA	PMI activator	Diaph act CS	FLuc stim CS	PMI act satM6P	Diaphorase inh
CC1=C(C(=O)OC2CCCCC2)C(c2ccc(C)o2)C2=C(CCCC2=O)N1 (stereo not drawn)	-3	-14	1.1	2	-8	1.1	1	1	1	-3
COC(=O)[C@@H](NC(=O)Nc1ccc(OC)cc1)C(C)C	0	-6	1	17	-4	0.8	0.9	1	0.9	10
Cc1cc(C)c2nc(-c3ccccn3)cc(C(=O)NCc3ccc(S(N)(=O)=O)cc3)c2c1	-1	-14	1	1	0	1	1	1	0.9	-2
Cc1cc2ccccc2c(=O)n1CC(=O)NCC(=O)N1CCN(c2ccccc2F)CC1	-2	-10	1	6	-4	1	1	1	1	0
Cc1ccc(CNC(=O)COC(=O)c2cnccn2)cc1	2	-15	1.1	-1	-6	0.9	0.9	1.1	0.9	14
Cc1nc2nc(SCC(N)=O)[nH]c2cc1Br	-2	-5	1	3	-2	0.9	1	1	0.9	1
CCOC(=O)C1=C(C)Nc2nc(C)nn2C1c1ccc(C)cc1 (stereo not drawn)	2	-3	1	9	-4	1.1	1	1.1	1.1	-1
Brc1cc2c(cc1Br)OCCOCCOCCOCCO2	-3	-19	1	10	-4	0.9	1	0.9	0.9	3
COc1ccc(/C=C/C(=O)NC(=S)Nc2cc([N+](=O)[O-])ccc2O)cc1OC	-8	6	0.8	-3	21	1	0.8	0.6	1	22
CCOC(=O)c1c(-c2ccc(-c3ccccc3)cc2)csc1NC(=O)CCN1CCOCC1	3	-8	1	-19	2	0.8	0.9	1	0.9	11
CCOc1ccc2c(c1)sc(=NC(=O)C1CC1)n2C	-7	-11	1	6	-5	0.8	0.9	0.6	0.9	14
CSc1ncc(Cl)c(C(=O)Nc2ccc(NC(C)=O)cc2)n1	0	-9	1.1	5	-5	1	1	1.1	1.1	2
O=C(CCc1ccc(S(=O)(=O)N2CCOCC2)cc1)Nc1cc(Cl)ccc1N1CCOCC1	-5	-4	1	-3	-4	1	0.8	1.1	0.9	17
CCCSc1nc(=O)n2cccc(C)c2n1	0	-6	1	-11	1	0.9	0.9	1	0.8	12
CC(=O)Nc1nonc1NC(=O)CSc1ncn[nH]1	-3	-23	1.1	4	-7	1	0.8	1	1	20
Nc1c(C(=O)Nc2ccc(F)cc2)sc(=S)n1-c1ccccc1F	-6	-8	1	13	4	0.7	0.9	0.9	0.9	9
COc1ccc(C2CC(c3ccccc3)=NN2S(=O)(=O)c2ccc(C)cc2)c(OC)c1 (stereo not drawn)	-5	1	1.1	19	-6	1.1	1	1	1	0
Cc1cc(C)c(C(=O)CSc2nc(C)cc(C)c2C(N)=O)c(C)c1	-9	-11	1	-9	-3	1	0.9	1	1	10
Cc1ccnc(NC(=O)c2ccccc2NC(=O)C(C)(C)C)c1	1	-9	1.1	5	-6	1	0.9	1.1	1.1	6
COc1cc(NC(=O)C/C(C)=N/NC(=O)c2cccs2)c(OC)cc1Cl	-1	-7	1	8	-3	1.1	1	1.1	1.1	0
CC(NCc1ccc2c(c1)OCO2)C(=O)NC1CCCCC1 (stereo not drawn)	-1	-7	1.1	14	-6	0.9	0.7	1.1	0.9	28
NS(=O)(=O)c1ccc(CCNC(=O)/C=C/c2cccc([N+](=O)[O-])c2)cc1	1	-1	1.1	12	-5	1.1	0.9	1.1	1	7
CN1CCN(C(=O)C2=C[C@H](c3csc4ccccc34)C[C@H](OCCCCO)O2)CC1	-3	-5	1	10	-5	0.9	0.9	1	0.8	14
Cc1ccccc1C(OCCN(C(C)C)C(C)C)c1ccccc1 (stereo not drawn)	-6	-8	1	-7	-1	1	0.9	1	1.1	14
COc1cccc(CC2(CO)CCCN(Cc3ccc(CO)o3)C2)c1 (stereo not drawn)	8	-2	1	3	-1	0.9	1	1.1	1	4

The listing continues.
SMILES	HMGR II inh	TNAP inh no acc	TNAP act hiacc	G6PDH counter	TNAP inh hi DEA	PMI activator	Diaph act CS	FLuc stim CS	PMI act satM6P	Diaphorase inh
Cn1c(=O)n(CCc2ccccc2)c(=O)c2c1ncn2Cc1ccccc1	-11	-13	1.1	1	-5	0.9	0.8	1	0.9	18
O=c1cc(-c2ccccc2)c2ccccc2[nH]1	-3	0	1	3	-1	0.9	0.8	1	0.9	17
COc1ccc(Cl)cc1NC(=O)COC(C)=O	-2	-15	1	4	-1	1.1	1	1.1	1.1	0
S=C(Nc1ccc(Cl)cc1)c1nc2ccccc2[nH]1	6	-80	1	1	0	1	0.9	0.3	1.1	10
Cc1cc(C)nc(N2N=C(c3ccccc3)CC2=O)n1	-5	-12	1.1	12	-8	0.9	0.8	1.1	0.7	15
CCOc1ccc(-c2nnc3ccc(SC(C)C)nn23)cc1	0	-12	1.1	15	-8	0.9	0.4	1.1	1	60*
CCCCCCn1c(SCCC)nc2c1c(=O)[nH]c(=O)n2C	-1	5	1	9	-5	0.9	0.9	1	1	7
Cc1ccc(OCc2nn3c(-c4n[nH]c5c4CCC5)nnc3s2)cc1	/	-15	1.1	8	-7	1.1	1	1	1.1	3
CCOC(=O)C(NCCc1ccccc1F)(NC(C)=O)C(F)(F)F (stereo not drawn)	-4	-10	0.9	2	9	0.9	1	1	1.1	0
CCOC(=O)c1cccc(NC(=O)C(C)N2C(=O)c3ccccc3C2=O)c1 (stereo not drawn)	-10	-14	1.1	-1	-6	0.9	0.8	1.1	1	18
CN([C@@H](Cc1ccc(OS(=O)(=O)c2cccc3cnccc23)cc1)C(=O)N1CCN(c2ccccc2)CC1)S(=O)(=O)c1cccc2cnccc12	0	-7	1	12	-3	0.9	0.7	1.1	0.8	28
C/C=C/Cn1c(SC)nc2c1c(=O)[nH]c(=O)n2C	-7	-4	1	13	-3	0.9	0.9	1.1	0.9	11
Cc1ccccc1N=Cc1c(O)n(-c2nccs2)c(=O)c2ccccc12	-4	1	1	-9	0	1	0.7	1	0.8	30
CCc1nc(SCC(=O)NCc2ccco2)c2c3c(sc2n1)CCCC3	1	-6	1.1	-27	-5	0.9	0.8	1	0.9	18
O=C(O)CNC(=O)c1ccc2c(c1)OCCO2	-1	-4	1	7	0	0.9	0.9	1	0.9	9
COc1ccc(S(=O)(=O)N2CCC(C(=O)NCc3cccc(OC)c3)CC2)cc1	-4	-3	1	-5	3	0.9	0.9	1	1	6
COc1ccc(C2CC2/C(C)=N/OC(=O)c2ccc(F)cc2)cc1 (stereo not drawn)	-2	-12	1	-5	-4	0.3	1	1	1	1
Clc1ccc(Nc2nc(C3CC3)cs2)cc1	4	-14	1	-1	-5	0.9	0.8	0.9	0.9	22
O=C(NCCOc1nc(N2CCCCC2)nc(N2CCCCC2)n1)Nc1ccccc1	-1	-43	1.2	24	-17	0.9	0.8	1.1	0.9	19
Cc1nn(C)c(C)c1CNC(=O)Nc1ccc2c(c1)OCO2	9	-12	1	-3	-4	1	1	0.5	1	3
Cc1nc([N+](=O)[O-])c(Br)n1Cc1ccc(Cl)c(Cl)c1	-3	-7	1	4	1	1.1	0.9	1.1	1.1	9
Brc1cccc(-c2nnc(-c3ccccc3)o2)c1	7	-8	1	-5	-2	1	0.9	0.7	1	10
Cc1ccc(SCCNC(=O)C(CO)(CO)CO)cc1	-7	-20	1.1	13	-8	1	1	1	1	-3
COc1ccccc1-n1c(=O)c2c3c(sc2n2c(SC(C)C)nnc12)CCC3	3	-6	1.1	22	-5	0.9	0.7	1	0.9	27
O=C(OCc1ccccc1)c1cccc(-c2nnn(Cc3ccccc3)n2)c1	1	1	1	5	-1	0.9	0.9	1	1	8

Record cards, as listed above. Order of values: HMGR II inh	TNAP inh no acc	TNAP act hiacc	G6PDH counter	TNAP inh hi DEA	PMI activator	Diaph act CS	FLuc stim CS	PMI act satM6P	Diaphorase inh
Listed for COc1cccc(CC2(CO)CCCN(Cc3ccc(CO)o3)C2)c1 (stereo not drawn) = 8	-2	1	3	-1	0.9	1	1.1	1	4
Listed for Cc1ccccc1C(OCCN(C(C)C)C(C)C)c1ccccc1 (stereo not drawn) = -6	-8	1	-7	-1	1	0.9	1	1.1	14
Listed for Cc1ccccc1N=Cc1c(O)n(-c2nccs2)c(=O)c2ccccc12 = -4	1	1	-9	0	1	0.7	1	0.8	30
Listed for Cc1nn(C)c(C)c1CNC(=O)Nc1ccc2c(c1)OCO2 = 9	-12	1	-3	-4	1	1	0.5	1	3
Listed for CC1=C(C(=O)OC2CCCCC2)C(c2ccc(C)o2)C2=C(CCCC2=O)N1 (stereo not drawn) = -3	-14	1.1	2	-8	1.1	1	1	1	-3

More compounds follow:
SMILES	HMGR II inh	TNAP inh no acc	TNAP act hiacc	G6PDH counter	TNAP inh hi DEA	PMI activator	Diaph act CS	FLuc stim CS	PMI act satM6P	Diaphorase inh
O=C(Oc1cccc2ccccc12)c1cc(Cl)nc2ccccc12	-3	8	1	0	1	0.8	0.9	1	0.8	7
COc1ccc(OCCCC(=O)Nc2cc([N+](=O)[O-])ccc2C)cc1	1	-13	1	-2	-1	1	1	1	1	4
COc1ccc(C(=O)NCCN2CCOCC2)cc1OC	-2	-13	1	3	-4	1	0.9	1	1	8
CCn1c(SCC(=O)Nc2cc3oc4ccccc4c3cc2OC)nnc1-c1cccs1	3	-3	1	-71	-3	0.9	0.8	1	0.9	16
O=C(Nc1cccnc1)C1(c2ccccc2)CCCC1	6	-5	1	7	0	0.8	0.9	1	0.8	14
CSCSC1=C(C#N)C(c2ccccc2Cl)C(C(C)=O)=C(C)N1 (stereo not drawn)	0	-17	1.1	2	-6	1.4	0.7	1.1	1.6	28
COC(=O)CSc1nc(N)nc(C)c1Br	1	1	1.1	12	-8	1.1	0.9	1.1	1	15
CC(C)OC(=O)c1cc(C(=O)c2cc(Br)ccc2O)coc1=N	-1	-10	0.9	13	8	0.9	0.8	1	0.8	17
CC(CCc1ccco1)NC(=O)Cn1ncc2c1-c1ccccc1OC2 (stereo not drawn)	-3	-18	1	-4	-3	0.8	0.6	1	0.9	38
COc1ccccc1Nc1nc(C)cs1	0&-4	-7&4	1&1	3&3	-1&0	0.9&1.2	0.8&0.9	0.9&0.9	0.9&1.2	17&11
COc1ccc(C(C)=O)cc1COC(=O)CNC(=O)c1cc(C)cc(C)c1	0	-57	1	-12	1	1	1	1	1.1	-2
COCCCNC(=O)c1ccc(Cn2c(=O)c3ccccc3n(Cc3cc(C)ccc3C)c2=O)cc1	0	0	1	-2	-3	0.9	1	1	1	0
